Source: PubChem (National Center for Advancing Translational Sciences (NCATS))
TRHR ag: qHTS for Small Molecule Agonists and Allosteric Enhancers of Human TRH Receptor: Primary Screen for Agonists. Thyrotropin-releasing hormone receptor (Homo sapiens), P34981. actives 0.18% (n = 360,000). AID 493084, 2011. TRHR cells, calcium flux fluo-8, FDSS agonist mode. activation, % at 2 µM; further: 0% is about no effect
Target sequence (P34981 whole entry, looked up): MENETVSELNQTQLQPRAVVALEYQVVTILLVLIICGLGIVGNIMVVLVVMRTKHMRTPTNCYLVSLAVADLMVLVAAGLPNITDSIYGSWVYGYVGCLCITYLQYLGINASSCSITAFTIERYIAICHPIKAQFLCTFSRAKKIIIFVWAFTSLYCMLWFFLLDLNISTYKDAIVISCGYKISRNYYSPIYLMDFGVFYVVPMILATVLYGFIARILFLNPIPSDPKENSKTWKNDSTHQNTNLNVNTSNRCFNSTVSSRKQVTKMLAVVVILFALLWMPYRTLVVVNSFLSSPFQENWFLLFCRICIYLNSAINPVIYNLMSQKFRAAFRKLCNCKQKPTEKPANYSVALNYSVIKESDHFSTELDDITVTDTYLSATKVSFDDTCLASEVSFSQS
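Agonist-mode FDSS calcium read (Ex 480/Em 530, 1 s cycles) in 1536-well TRHR cells with fluo-8 dye, after 10-cycle baseline and 23 nL compound addition; TRH at EC20 (10 nM final) added afterwards for the enhancer phase.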
D1 PAM: Potentiators of Human D1 Dopamine Receptor: qHTS | actives 0.036% (n = 360,000) | potentiation, % at 10 µM | AID 504651, 2011 | HEK293 TREx D1 cells, calcium flux, dopamine EC20 potentiation; in the data active means potentiation above about 30%; further: 0% is about no effect
Target sequence (P21728 whole entry, looked up): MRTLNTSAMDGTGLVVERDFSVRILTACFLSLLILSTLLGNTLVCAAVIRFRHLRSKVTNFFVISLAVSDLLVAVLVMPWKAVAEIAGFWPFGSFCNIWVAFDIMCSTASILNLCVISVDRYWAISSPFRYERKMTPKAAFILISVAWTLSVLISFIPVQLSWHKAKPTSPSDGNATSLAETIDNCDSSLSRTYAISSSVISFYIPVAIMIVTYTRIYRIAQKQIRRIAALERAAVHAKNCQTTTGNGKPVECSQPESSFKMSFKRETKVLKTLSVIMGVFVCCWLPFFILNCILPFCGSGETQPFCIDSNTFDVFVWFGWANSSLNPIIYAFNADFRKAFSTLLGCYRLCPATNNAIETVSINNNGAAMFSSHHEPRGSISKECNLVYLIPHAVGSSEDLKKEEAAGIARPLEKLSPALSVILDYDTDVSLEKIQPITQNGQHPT
D1 ag: Allosteric Agonists of the Human D1 Dopamine Receptor: qHTS; activation, % at 2 µM; HEK293 T-REx D1 cells, calcium flux, agonist mode; actives 1% (n = 360,000); further: 0% is about no effect
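Tetracycline-induced HEK293 TREx D1 cells, force-coupled to calcium signalling, were dye-loaded with a no-wash calcium kit. Compound was pin-added after a 10 s baseline. Fluorescence was read kinetically at 1 cycle/s for 180 s, with calcium rises flagged as agonism.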
D1 antagonist: Antagonist of Human D 1 Dopamine Receptor: qHTS. D(1A) dopamine receptor (Homo sapiens), P21728. HEK293 TREx D1 cells, calcium flux, dopamine EC80; hits give low values. activity change, negative = inhibition, % at 10 µM. actives 3.2% (n = 360,000). AID 504652, 2011; in the data active means activity change below about -30%; further: on the % scale 0 is the no-effect control and ±100 the full control effect
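Tetracycline-induced HEK293 Trex D1 cells, force-coupled to calcium, dye-loaded; compounds added and read 180 s, then EC80 dopamine added and calcium flux tracked kinetically another 180 s.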
D2 ag: HTS Assay for Allosteric Agonists of the Human D2 Dopamine Receptor: Primary Screen for Agonists; activation, % at 2 µM; HEK293 T-REx D2 cells, calcium flux agonist mode; actives 0.53% (n = 340,000); D(2) dopamine receptor (Homo sapiens), P14416;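 active means activation over 3 SD above normal in the single-dose calcium agonist read, cut at about 30% in these data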; further: 0% is about no effect
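Agonism is scored from calcium flux in a force-coupled, inducible HEK293 cell line expressing D2, read kinetically for 180 s after compound addition against dopamine controls.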
TRHR enhancer: qHTS for Small Molecule Agonists and Allosteric Enhancers of Human TRH Receptor: Primary Screen for Enhancers. TRHR cells, fluo-8 calcium fluorescence, EC20 TRH enhancement. actives 0.66% (n = 360,000). Thyrotropin-releasing hormone receptor (Homo sapiens), P34981. AID 493056, 2011. enhancement, % at 2 µM; in the data active means enhancement above about 30%; further: 0% is about no effect
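TRHR-expressing cells loaded with fluo-8 calcium dye were read kinetically (ex 480/em 530) during compound addition, then stimulated with an EC20 of TRH (10 nM final). Enhancement of the Gq-mediated intracellular calcium response was scored.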
D2 antag: HTS Assay for Allosteric Antagonists of the Human D2 Dopamine Receptor: Primary Screen for Antagonists; HEK293 TREx D2 cells, calcium flux, dopamine EC80; inhibition, % at 10 µM; actives 2% (n = 340,000); D(2) dopamine receptor (Homo sapiens), P14416; in the data active means inhibition above about 30%; further: 0% is about no effect
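Dopamine at EC80 is the agonist stimulus; test compounds precede it by 180 s. Calcium flux read kinetically in a force-coupled, inducible HEK293 T-REx D2 cell line.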
D2 PAM: HTS Assay for Positive Allosteric Modulators of the Human D2 Dopamine Receptor: Primary Screen for Potentiators | D(2) dopamine receptor (Homo sapiens), P14416 | HEK293 T-REx D2, calcium flux, EC20 dopamine potentiation | potentiation, % at 10 µM | actives 0.34% (n = 340,000);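 active means potentiation over 3 SD above the plate norm, cut at about 30% in these data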; further: 0% is about no effect
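Cells plated with tetracycline inducer and held overnight at 30 C; calcium dye loaded 30–90 min at room temperature; baseline taken, compound added and read 180 s; EC20 dopamine then added and read 180 s.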
RXFP1 antagonist: qHTS Assay for Antagonists of the Relaxin Receptor RXFP1. HEK293-RXFP1, relaxin-stimulated cAMP HTRF, 30 min; hits give low values. activity change, negative = inhibition, % at 57.5 µM. actives 0.59% (n = 350,000);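 active means activity change of -60% or lower, but not beyond a set lower limit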; further: on the % scale 0 is the no-effect control and ±100 the full control effect
Starred values were filed as active, the others as inactive; & = joins results of further samples. Unless noted, no stated cut-off is given here; in the data, active means activation above about 30%; inactive means the rest.

CC(C)c1nc(C(=O)N2CCc3c([nH]c4ccccc34)C2c2ccccn2)cs1 (configuration not stated) was read as TRHR ag 0.1, D1 PAM 6.8, D1 ag 3.4, D1 antagonist 13.8, D2 ag -1.3, TRHR enhancer 12.1, D2 antag -25.4, D2 PAM 5.1 and RXFP1 antagonist -3.2.
`CCc1ccc(CNC(=O)c2ccc3nc(C(C)C)oc3c2)cc1` gave TRHR ag 0.3, D1 PAM -1.5, D1 ag 10.6, D1 antagonist 0.1, D2 ag 0.4, TRHR enhancer 4.3, D2 PAM -2.0 and RXFP1 antagonist -15.8.
Screening Cc1ccccc1N=C1SCCN1C(=O)CN1C(=O)NC2(CCCC2)C1=O returned TRHR ag 0.8, D1 PAM -6.5, D1 ag 6.2, D1 antagonist 17.1, TRHR enhancer -8.5 and RXFP1 antagonist -12.8.
`COc1ccc2cc(C(=O)NCc3ccc4c(c3)CCN4C(=O)c3ccc(F)cc3)[nH]c2c1` gave TRHR ag -0.4, D1 PAM -1.2, D1 ag 0.5, D1 antagonist -5.7, D2 ag 0.3, TRHR enhancer 2.0, D2 PAM 16.3 and RXFP1 antagonist -29.8.
For COc1cccc(-c2ccc3nnc(SCC(=O)N4CCCC4)n3n2)c1 the results were TRHR ag -1.1, D1 PAM -1.1, D1 ag 0.5, D1 antagonist -3.7, D2 ag 0.1, TRHR enhancer 3.5, D2 antag 4.9, D2 PAM -5.3 and RXFP1 antagonist -5.2.
O=C(NC(=S)Nc1cc([N+](=O)[O-])ccc1Cl)c1ccccc1 was read as TRHR ag 1.5, D1 PAM 0.7, D1 ag 3.0, D1 antagonist 9.3, TRHR enhancer -3.2 and RXFP1 antagonist -6.7.
Screening COc1ccc(N(C(=O)c2snc(C(N)=O)c2N)C(C(=O)NCc2ccccc2)c2ccc(O)cc2)cc1 (configuration not stated) returned TRHR ag -0.1, D1 PAM -9.8, D1 ag 2.8, D1 antagonist 14.3, D2 ag 0.1, TRHR enhancer 6.9, D2 antag 0.3, D2 PAM -2.9 and RXFP1 antagonist -16.8.
Cc1ccc2c(c1)N(CCCC(=O)NCCCN1CCCC1=O)C(=O)CO2 was read as TRHR ag 0.2, D1 PAM -1.3, D1 ag 2.4, D1 antagonist -13.9, D2 ag 0.5, TRHR enhancer -6.1, D2 antag 16.6 and D2 PAM 4.0.
For Cc1ccc(C)n1-c1nc(=S)[nH][nH]1 the results were TRHR ag 0.0, D1 PAM -4.7, D1 ag -0.3, D1 antagonist 1.8, D2 ag 0.2, TRHR enhancer 0.4, D2 antag -11.3, D2 PAM -16.8 and RXFP1 antagonist -33.3.
Screening S=c1nc(Cc2ccccc2)[nH]c2ccccc12 returned TRHR ag -0.8, D1 PAM 2.9, D1 ag 1.3, D1 antagonist -3.0, D2 ag -0.5, TRHR enhancer 0.2, D2 antag -0.3, D2 PAM 0.5 and RXFP1 antagonist 16.7.
For CN(C)c1ccc(C(=S)N2CCCCCC2)cc1 the results were TRHR ag -0.1, D1 PAM -5.1, D1 ag 0.7, D1 antagonist -2.4, D2 ag -0.1, TRHR enhancer 5.7, D2 antag -5.5, D2 PAM 25.0 and RXFP1 antagonist 9.8.
Screening CN(C(=O)COC(=O)c1cc(-c2ccco2)nc2ccccc12)C1CCS(=O)(=O)C1 (configuration not stated) returned TRHR ag -0.2, D1 PAM -5.0, D1 ag 2.4, D1 antagonist 4.1, D2 ag 0.9, TRHR enhancer 7.9, D2 antag -3.3, D2 PAM 18.2 and RXFP1 antagonist 7.3.
`OCC1(Cc2ccccc2C(F)(F)F)CCN(Cc2ccccc2)CC1` gave TRHR ag 1.4, D1 PAM -3.9, D1 ag 7.5, D1 antagonist -11.5, D2 ag -1.4, TRHR enhancer -0.8, D2 antag -0.7, D2 PAM -22.3 and RXFP1 antagonist -10.4.
Screening CC(NC(=O)C1=Cc2ccccc2OC1)c1ccccc1 (configuration not stated) returned TRHR ag -0.6, D1 PAM -0.5, D1 ag 0.5, D1 antagonist -13.4, D2 ag -0.6, TRHR enhancer 1.2, D2 PAM 0.9 and RXFP1 antagonist 3.5.
`Cc1cccc(NC(=O)C2CCN(c3nccc(C)n3)CC2)c1` gave TRHR ag 0.0, D1 PAM -9.4, D1 ag 1.7, D1 antagonist -34.8*, D2 ag 0.6, TRHR enhancer -4.8, D2 antag 3.3, D2 PAM 14.5 and RXFP1 antagonist 14.1.
Screening CCCCCc1ccc(OCCC[n+]2ccccc2)c(CCCCC)c1 returned TRHR ag 1.0, D1 PAM -8.9, D1 ag 159.5*, D1 antagonist -20.6, TRHR enhancer -7.4 and RXFP1 antagonist -31.0.
COC(=O)c1[nH]c2ccc(C)cc2c1NC(=O)Oc1ccccc1 was read as TRHR ag -0.1, D1 PAM -3.0, D1 ag 1.7, D1 antagonist 0.0, D2 ag -0.9, TRHR enhancer -4.7, D2 antag -2.3, D2 PAM 2.5 and RXFP1 antagonist -0.9.
For COc1ccc(C(c2nnnn2C2CCCC2)N2CCN(C3CCCC3)CC2)cc1OC (configuration not stated) the results were TRHR ag -1.1, D1 PAM -4.1, D1 ag 3.9, D1 antagonist -0.6, D2 ag -1.1, TRHR enhancer -3.8, D2 antag -14.7, D2 PAM -0.4 and RXFP1 antagonist -1.7.
Screening CN(CC(=O)Nc1ccc(C(N)=O)cc1)CC(=O)Nc1ccccc1Cl returned TRHR ag 0.1, D1 PAM -0.2, D1 ag 2.5, D1 antagonist 3.2, D2 ag 0.8, TRHR enhancer -0.9, D2 antag 1.2, D2 PAM -0.8 and RXFP1 antagonist -0.5.
CCOc1cc(/C=C2\SC(=N)N(c3nonc3N)C2=O)ccc1OCC(N)=O was read as TRHR ag -0.3, D1 PAM 8.6, D1 ag -0.2, D1 antagonist 4.0, D2 ag -0.3, TRHR enhancer 13.0, D2 antag 15.9, D2 PAM 5.0 and RXFP1 antagonist 7.1.
CCOC(=O)C1=CN(CC2CCCO2)C=C(C(=O)OCC)C1c1ccccc1C(F)(F)F (configuration not stated) was read as TRHR ag -1.0, D1 PAM 4.7, D1 ag 2.7, D1 antagonist 5.8, D2 ag -0.5, TRHR enhancer 2.8, D2 antag 3.2, D2 PAM 11.7 and RXFP1 antagonist -13.5.
COc1cccc2cc(C(=O)N3CC(C)OC(C)C3)c(=O)oc12 (configuration not stated) was read as TRHR ag 0.8, D1 PAM -1.0, D1 ag 1.6, D1 antagonist 3.8, D2 ag -0.6, TRHR enhancer -3.9, D2 antag -2.9, D2 PAM -0.8 and RXFP1 antagonist -1.6.
`O=C(c1csc2ccccc12)N1CCN(c2ccc(Cl)c(Cl)c2)CC1` gave TRHR ag 0.1, D1 PAM 0.8, D1 ag 2.0, D1 antagonist -6.0, D2 ag -0.3, TRHR enhancer 1.2, D2 antag -24.4, D2 PAM -3.9 and RXFP1 antagonist 0.8.
For CCCCn1c(=O)c2ccccc2c2ccccc2c1=O the results were TRHR ag 0.4, D1 PAM 11.0, D1 ag 2.4, D1 antagonist -10.8, D2 ag -0.4, TRHR enhancer -1.5, D2 antag 1.9, D2 PAM 6.0 and RXFP1 antagonist 0.4.
Screening CCOC(=O)c1c(C)[nH]c(C(=O)CSc2nnc(C3CC3)n2N)c1C returned TRHR ag 0.2, D1 PAM -9.8, D1 ag 1.7, D1 antagonist -15.3, D2 ag -1.2, TRHR enhancer 1.7, D2 antag 6.0, D2 PAM -18.3 and RXFP1 antagonist 1.6.
COCCCNC(=O)c1c(NC(=O)Cc2coc3cc(C)cc(C)c23)sc2c1CCCC2 was read as TRHR ag 0.7, D1 PAM 0.8, D1 ag 2.0, D1 antagonist -8.1, D2 ag -0.8, TRHR enhancer -1.1, D2 PAM -0.7 and RXFP1 antagonist -22.8.
`NC1=NC(=O)/C(=C/c2ccc(Cl)cc2Cl)S1` gave TRHR ag 1.0, D1 PAM -7.2, D1 ag 5.0, D1 antagonist 4.8, D2 ag 0.6, TRHR enhancer -1.1, D2 antag 13.9, D2 PAM -15.3 and RXFP1 antagonist -3.6.
For Cc1ccc(NC(=O)c2ccc3nccnc3c2)c(C)c1 the results were TRHR ag 0.3, D1 PAM -2.5, D1 ag 1.6, D1 antagonist -13.4, D2 ag -0.6, TRHR enhancer 6.9, D2 antag -9.9, D2 PAM -0.6 and RXFP1 antagonist -8.4.
For CCN(CC)c1ccc(-c2nn3c(-c4n[nH]c5c4CCC5)nnc3s2)cc1 the results were TRHR ag -1.0, D1 PAM -1.6, D1 ag 2.8, D1 antagonist 16.1, D2 ag -1.2, TRHR enhancer -3.6, D2 antag -1.0, D2 PAM -3.4 and RXFP1 antagonist -28.1.
COc1ccc2c(c1)nc(SCC(C)O)n2C (configuration not stated) was read as TRHR ag 0.1, D1 PAM 4.5, D1 ag 0.3, D1 antagonist 12.8, D2 ag 1.1, TRHR enhancer 3.3, D2 antag -4.5, D2 PAM 10.6 and RXFP1 antagonist 4.9.
For COc1ccc(NC(=S)N(Cc2ccc(N(C)C)cc2)Cc2ccco2)cc1 the results were TRHR ag 0.5, D1 PAM 0.8, D1 ag -1.7, D1 antagonist -7.7, D2 ag 1.8, TRHR enhancer 3.9, D2 antag 14.3, D2 PAM 3.7 and RXFP1 antagonist -2.7.
CCn1ncc(-c2csc(N)n2)c1C was read as TRHR ag 0.4, D1 PAM -0.2, D1 ag 6.5, D1 antagonist 7.2, D2 ag 0.6, TRHR enhancer -5.1, D2 antag -6.1, D2 PAM 1.0 and RXFP1 antagonist -13.5.
`COc1ccc(NC(=O)C(c2ccc(OC)cc2)N(C)C(=O)Cc2cccs2)cc1` (configuration not stated) gave TRHR ag -0.1&0.5, D1 PAM 0.8&-12.9, D1 ag 10.0&0.0, D1 antagonist 5.9&-0.4, D2 ag 0.7&0.4, TRHR enhancer -1.0&1.4, D2 antag -23.1, D2 PAM -13.5&-3.2 and RXFP1 antagonist -13.2&4.0.

Reprinted at random: two entries already listed
COc1cccc2cc(C(=O)N3CC(C)OC(C)C3)c(=O)oc12 (configuration not stated) was read as TRHR ag 0.8, D1 PAM -1.0, D1 ag 1.6, D1 antagonist 3.8, D2 ag -0.6, TRHR enhancer -3.9, D2 antag -2.9, D2 PAM -0.8 and RXFP1 antagonist -1.6.
For COc1ccc(NC(=S)N(Cc2ccc(N(C)C)cc2)Cc2ccco2)cc1 the results were TRHR ag 0.5, D1 PAM 0.8, D1 ag -1.7, D1 antagonist -7.7, D2 ag 1.8, TRHR enhancer 3.9, D2 antag 14.3, D2 PAM 3.7 and RXFP1 antagonist -2.7.
